Source: PubChem BioAssay
Cl transport mod: KCC2 cotransporter modulators, thallium flux, primary screen, cell-based, HEK293 KCC2, FluoZin-2 fluorescence, MLSMR | 190,000 compounds, 2.2% hits | KCC2 cells, thallium flux FluoZin-2 fluorescence | B-score of Tl+ flux slope (higher = more flux/activation; lower = inhibition) at 10 µM | AID 1456, 2008;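 active = thallium flux slope and its plate-corrected score both differing from the plate sample mean at a set confidence after two filtering rounds, in either direction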;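 note: slope of fluorescence scaled to starting intensity during 10 to 20 s after thallium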
m-calpain inh: inhibitors of pig calpain II, primary screen, biochemical, fluorogenic peptide substrate, 1536-well; AID 1236, 2008; purified calpain II, 30 min; inhibition, % at 16 µM; 220,000 compounds, 0.37% hits;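 active = inhibition above about 50%, limit read from the data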
PERK inhibitor: block of dimerizer-induced PERK translation repression, primary screen, PERK inhibitor project, CHO PERK-DD cells, SEAP luminescence, HTS; CHO PERK-DD fusion, SEAP luminescence translation reporter; AID 1416, 2008; inhibition, % at 5.6 µM; 220,000 compounds, 0.17% hits; Eukaryotic translation initiation factor 2-alpha kinase 3 (Homo sapiens), Q9NZJ5;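 active = inhibition above the mean inhibition of all tested compounds plus 3 SD, set separately per screening campaign, cut at about 2.9% in these data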;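 note: PERK kinase domain activated by AP20187 dimerizer at 100 nM; 0% = DMSO with dimerizer and 100% = rapamycin at 8.4 µM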
Target sequence (Q9NZJ5 whole entry, looked up, the tested form may be a part): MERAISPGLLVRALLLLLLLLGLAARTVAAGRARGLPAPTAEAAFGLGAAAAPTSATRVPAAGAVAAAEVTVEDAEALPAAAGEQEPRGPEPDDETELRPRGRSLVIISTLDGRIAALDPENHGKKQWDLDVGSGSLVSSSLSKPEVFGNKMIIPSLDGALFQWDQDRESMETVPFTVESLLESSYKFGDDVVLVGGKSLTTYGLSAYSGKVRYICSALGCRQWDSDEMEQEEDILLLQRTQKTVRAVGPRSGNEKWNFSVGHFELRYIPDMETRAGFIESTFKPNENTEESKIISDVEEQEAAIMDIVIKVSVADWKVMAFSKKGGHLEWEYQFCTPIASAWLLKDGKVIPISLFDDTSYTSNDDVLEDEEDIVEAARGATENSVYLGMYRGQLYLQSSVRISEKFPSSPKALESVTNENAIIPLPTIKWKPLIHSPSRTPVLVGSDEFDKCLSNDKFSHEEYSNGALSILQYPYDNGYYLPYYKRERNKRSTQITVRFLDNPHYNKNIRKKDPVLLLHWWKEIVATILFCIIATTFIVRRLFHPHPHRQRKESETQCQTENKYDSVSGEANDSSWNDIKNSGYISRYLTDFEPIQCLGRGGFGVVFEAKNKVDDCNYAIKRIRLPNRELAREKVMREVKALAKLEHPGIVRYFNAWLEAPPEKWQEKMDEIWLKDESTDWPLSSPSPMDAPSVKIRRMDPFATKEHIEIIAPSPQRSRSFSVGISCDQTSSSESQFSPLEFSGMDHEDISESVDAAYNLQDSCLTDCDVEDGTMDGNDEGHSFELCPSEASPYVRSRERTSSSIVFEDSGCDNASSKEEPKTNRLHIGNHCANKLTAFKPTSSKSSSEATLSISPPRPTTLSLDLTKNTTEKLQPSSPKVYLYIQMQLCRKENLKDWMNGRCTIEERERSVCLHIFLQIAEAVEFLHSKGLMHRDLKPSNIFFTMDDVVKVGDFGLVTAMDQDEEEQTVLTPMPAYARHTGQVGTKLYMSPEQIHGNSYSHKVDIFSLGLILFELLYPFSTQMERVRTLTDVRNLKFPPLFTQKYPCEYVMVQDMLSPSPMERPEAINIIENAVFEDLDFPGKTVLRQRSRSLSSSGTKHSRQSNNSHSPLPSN
EBV gp42 inh: Epstein-Barr virus gp42 inhibitors, primary screen, biochemical, uHTS, fluorescence polarization; Glycoprotein 42 (Epstein-Barr virus (strain AG876)), Q1HVG2; Fluorescence polarization binding assay, mP read-out; inhibition, % (tested at 21.74 µM); 220,000 compounds, 0.42% hits; AID 1085, 2008; in the data active = inhibition above about 50%
TNF necrop inh: inhibitors of TNF-alpha triggered necroptosis, primary screen, cell-based, Jurkat FADD-/-, single concentration | Jurkat FADD-/- TNF necroptosis rescue, ATP luminescence, 24 h; 0 = TNF only, 100 = no-TNF cells | activation (protection from cell death), % at 10 µM | 220,000 compounds, 0.068% hits | AID 463075, 2010;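 active = activation, meaning protection from cell death, of at least 50% relative to plate controls; inactive = activation below 50%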;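 note: necroptosis triggered by 40 ng/mL TNF-alpha added together with compound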
Rad51 HR inh: human RAD51 strand exchange inhibitors, primary screen, biochemical, fluorescence; 200,000 compounds, 0.085% hits; inhibition, % at 10 µM; DNA repair protein RAD51 homolog 1 (Homo sapiens), Q06609; hRad51 DNA strand exchange, fluorescence dequenching;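 active = inhibition above 40% at the single screening dose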;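 note: 0% = DMSO control wells and 100% = blanks with heterologous ssDNA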
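Test system – preformed human Rad51 ssDNA filaments · Reagent – Donor/quencher-labelled 47-bp dsDNA substrate · Incubation – 37 °C 15-min filament assembly, 30-min compound preincubation, 15-min exchange · Signal – FRET fluorescence dequenching, excitation 485 nm, emission 520 nm · Read-out – percent inhibition from fluorescence, normalised to plate control and blank means · Benchmarks – plate control and blank wells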
eIF4E 4G PPI: eIF4E–eIF4G protein interaction inhibitors, primary screen, biochemical, uHTS, TR-FRET, eIF4GI fragment. 220,000 compounds, 0.37% hits. inhibition, % at 21.7 µM. AID 782, 2007. Eukaryotic translation initiation factor 4E (Mus musculus) + Eukaryotic translation …. TR-FRET eIF4E-eIF4GI(517-606) binding, 2 h;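 active = inhibition above about 30%, limit read from the data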;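 note: 0% = full FRET control wells and 100% = background wells lacking eIF4GI fragment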
Mdm2 ligase inh: MDM2-luciferase reporter signal enhancers, primary screen, MDM2 E3 ligase inhibitor project, cell-based, luminescence, 1536-well; E3 ubiquitin-protein ligase Mdm2 (Homo sapiens), Q00987; cell-based MDM2 ubiquitination luciferase reporter, 2 h; 0 = plate control, 100 = twice control, blank-subtracted; signal enhancement, % at 5 µM; 210,000 compounds, 0.11% hits;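 active = signal enhancement of 30% or more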;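 note: luminescence tracks abundance of the self-degrading MDM2-luciferase fusion protein; higher signal means inhibition of MDM2 E3 ligase activity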
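System: stable MDM2–luciferase fusion reporter cells / Input: 2000 cells seeded into each well / Schedule: 4 h settle plus 2 h compound, 37 °C / Compound: single-point 5 µM / Buffer or medium: cells held in DMEM / Benchmarks: control and blank well means / Evaluation: percent signal gain over controls, blank-subtracted / Measured by: luciferase luminescence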
zVAD death inh: inhibitors of zVAD-triggered necroptosis, primary screen, L929 cells | 220,000 compounds, 0.38% hits | L929 zVAD necroptosis rescue, ATP luminescence, 24 h; with zVAD 60 µM | viability rescue, % at 10 µM;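 active = activation, scaled between plate controls, above about 75%, limit read from the data; inactive = activation under that limit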;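 note: 0% = zVAD with DMSO and 100% = DMSO alone without zVAD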
The depositor's hits bear a star; / = not tested or not shown; [ ] = another dose, or the depositor's remark. This is a random part of the collection; any-hit rate near 3.6%.

entry	SMILES	Cl transport mod	m-calpain inh	PERK inhibitor	EBV gp42 inh	TNF necrop inh
1	CCCCCC(=O)Nc1ccc2oc(-c3cncc(Br)c3)nc2c1	0.79	-45	0.0	-10	-0.9
2	Cc1ccc(Cn2cc(/C=N/Nc3ccc([N+](=O)[O-])cn3)c3ccccc32)cc1	-1.8	-45	0.5	-30	2.8
3	COc1ccc(C(=O)NCC(=O)NCC(=O)OCC(=O)C(C)(C)C)cc1	1.6	8	0.7	3	0.7
4	COc1ccc(S(=O)(=O)N2CC(O)C[C@H]2C(=O)OCC(=O)N2CCCCCC2)cc1 (stereo partly specified)	-0.098	17	1.1	1	0.8
5	S=C1NC2=C(C(c3ccc(Br)cc3)N1)N1CCC2CC1 (stereo unspecified)	0.82	16	-0.6	10	-1.9
6	Cc1cc(SCCC(=O)O)nc2ccccc12	/	/	1.6	/	0.2
7	CC1=NNC(=O)C1CCC(=O)N/N=C(\C)c1ccccc1 (stereo unspecified)	0.89	-19	1.0	2	0.7
8	Cc1c(Br)c([N+](=O)[O-])nn1CC(=O)NCc1cccnc1	-0.26	24	-1.3	-7	1.9
9	Cc1ccc(NC(=O)CN(c2ccccc2)S(=O)(=O)N(C)C)cc1	-0.022	6	-0.1	-3	2.2
10	Cc1ccc(NC(=O)CSc2nc(N)c(-c3ccccc3)c(=O)[nH]2)cc1Cl	-0.1	-29	0.0	-9	-2.1
11	CN(Cc1nc2ccc(F)cc2[nH]1)Cc1c(C(=O)N(C)C)nc2ccc(Cl)cn12	0.26	-29	-0.7	-1	0.9
12	CCOC(=O)/C(C#N)=C/c1ccc(OCC(=O)Nc2ccccc2)c(OC)c1	-0.44	-440	-0.8	-16	-3.1
13	COc1ccc(CC(=O)NCc2ccccc2Cl)cc1S(=O)(=O)N1CCOCC1	-0.43	4	-1.0	-30	-0.2
14	COc1cc2oc3ccccc3c2cc1N(CC(=O)N(C)C)S(=O)(=O)c1ccc(C)cc1	-0.87	-45	-1.7	11	1.4
15	Cc1ccccc1OCc1nc2ccc(S(=O)(=O)N3CCOCC3)cc2[nH]1	/	-27	-1.1	-6	1.4

entry	Rad51 HR inh	eIF4E 4G PPI	Mdm2 ligase inh	zVAD death inh
1	-2	-20	-9	-0.2
2	-69	5[fluorescence artefact?]	-3	0.8
3	21	4	20	/
4	0	-4	-17	0.1
5	2	-6[fluorescence artefact?]	-14	1.4
6	7	/	/	3.8
7	-2	1	4	3.9
8	14	-1[fluorescence artefact?]	-9	0.8
9	7	-7	-10	-0.1
10	/	0	/	-0.9
11	4	1	-1	1.4
12	-2	-105	-34	-0.6
13	2	3	-13	0.0
14	2	-15	-5	-1.0
15	-4	0	-13	-0.1

Next entries
entry	SMILES	Cl transport mod	m-calpain inh	PERK inhibitor	EBV gp42 inh	TNF necrop inh
16	O=C(CSc1nccc(=O)[nH]1)Nc1ccc(F)c(Cl)c1	0.67	5	1.0	-4	-0.4
17	COC(=O)Nc1nnc(/C=C/c2ccc(OC)cc2)s1	-0.86	-6	0.8	-4	-0.2
18	COc1cc(OC)c(C2N(c3ccc(Cl)cc3)C(=O)C3CCCN32)cc1OC (stereo unspecified)	1.4	13	-0.9	-8	-0.6
19	CC(C)Cc1csc(NC(=O)c2ccc(Br)cc2)c1C(=O)O	/	7	3.2*	-13	-0.9
20	Cc1ccc(Nc2nnc(-c3ccccc3N)o2)cc1C	0.94	-70	-0.4	-18	1.0
21	O=C(NCCc1ccco1)c1nn(Cc2ccccc2)c(=O)c2ccccc12	0.96	14	-1.0	1	-0.8
22	Cc1ccc(OCC(O)CN2CCN(Cc3ccc4c(c3)OCO4)CC2)cc1C (stereo unspecified)	-0.0069	-8	-1.0	-12	-0.8
23	O=C(NCc1ccc(Cl)cc1)c1noc2c1CCCCC2	-0.035	24	-0.7	-1	8.4
24	CC(=O)Nc1cccc2c1OCCO2	-0.5	7	2.0	-4	-2.7
25	COc1ccc(C(=O)NCCc2nnc(SCC(=O)Nc3ccc(Br)cc3)n2C)cc1	-0.45	0	0.1	-9	1.2
26	Cc1ccc(SCC(=O)NC(=O)NCc2ccco2)cc1C	/	-1	-0.7	19	-2.2
27	Cc1cccc(CC(Cc2nc3ccccc3[nH]2)c2nc3ccccc3[nH]2)c1 (stereo unspecified)	/	40	-1.1	0	-1.2
28	CCCS(=O)(=O)N1CCN(Cc2ccco2)CC1	0.62	28	0.4	-6	-2.5
29	CCCCn1c(=S)[nH]c2cc(S(=O)(=O)N3CCCCC3)ccc21	0.85	7	-0.5	-21	1.1
30	Cc1nnc(SCc2ccccc2C#N)n1-c1ccccc1	-0.2	-4	0.2	-14	-1.4

entry	Rad51 HR inh	eIF4E 4G PPI	Mdm2 ligase inh	zVAD death inh
16	1	-4	5	0.6
17	0	2	-6	1.3
18	-2	-6	-35	-0.1
19	11	3	-15	0.7
20	8	4	-12	0.5
21	-3	2	-9	0.8
22	/	1	0	-0.2
23	4	-2	-15	1.9
24	-9	10	-8	-0.1
25	-8	-4	-23	1.0
26	-3	-1	-5	0.4
27	-10	1	-7	0.7
28	-4	3	-13	0.3
29	/	0	-4	-0.2
30	-2	-4	7	0.8

Next results:
entry	SMILES	Cl transport mod	m-calpain inh	PERK inhibitor	EBV gp42 inh	TNF necrop inh
31	Cc1cccc(/C=N\NC(=O)c2csnn2)c1	/	5	1.5	-17	-2.7
32	CC(C)N1CCN(Cc2cccc(-n3cccn3)c2)CC1CCO (stereo unspecified)	0.58	-1	-0.1	-1	0.4
33	CCCCCOC(=O)c1cc(=O)[nH]c2ccccc12	-0.29	-91	0.9	-29	-1.9
34	Cc1ccc(CNC(=O)CNC(=S)N(Cc2ccccc2)Cc2cccnc2)cc1	-0.64	3	-0.5	-12	-0.7
35	C=CCn1cccc(C(=O)Nc2ccc(OC)c(OC)c2)c1=O	0.056	-7	-0.1	-7	-0.1
36	COc1ccc(CNc2nc3nc(-c4ccccc4)cc(=O)n3[nH]2)cc1OC	0.3	-11	1.5	-2	-2.1
37	O=C(NCc1ccccc1)C(Cc1ccccc1)NS(=O)(=O)c1cccc2nsnc12 (stereo unspecified)	/	-30	-1.0	7	1.0
38	Cn1c(CSc2nc3ccccc3s2)n[nH]c1=S	/	-8	1.3	-29	-0.1
39	c1ccc(C(c2ccccc2)N2CCN(Cc3nc(-c4cnccn4)no3)CC2)cc1	0.33	16	-1.1	-15	0.2
40	CCOc1ccc(NC(C(=O)Nc2cccc(C(C)=O)c2)c2ccccc2)cc1 (stereo unspecified)	0.35	13	-1.6	9	2.9
41	NC(=O)c1ccc(-c2ccccc2F)cc1	-0.46	-22	0.8	-8	-2.6
42	Cc1noc(C)c1C(=O)NCCc1ccccc1	0.00064	0	-0.4	-21	-0.5
43	COc1cc(C=O)ccc1OCCCOc1ccccc1C(=O)O	-0.66	23	1.8	-7	-3.0
44	Cc1cc(C)cc(Oc2ccc(N)cc2)c1	0.35	12	0.1	-5	-8.1
45	O=C(CCC(=O)OCc1cccc([N+](=O)[O-])c1)Nc1ccccc1Cl	-0.13	-19	0.9	4	0.3
46	CNS(=O)(=O)c1cccc(C(=O)OCc2cc(=O)n3cc(Br)ccc3n2)c1	0.05	-16	-0.2	-7	0.5
47	O=C1CC(c2ccccc2)CC(O)=C1C=NCCN1CCNCC1 (stereo unspecified)	0.35	-53	0.5	-18	-0.4
48	COCCN(C(=S)Nc1ccc(OC)cc1)C(C)c1cccs1 (stereo unspecified)	0.59	0	0.7	1	2.2

entry	Rad51 HR inh	eIF4E 4G PPI	Mdm2 ligase inh	zVAD death inh
31	8	-6	-26	0.1
32	-1	0	-13	-0.3
33	24	2[fluorescence artefact?]	-11	0.6
34	-3	-3	-12	-1.0
35	24	-1	-8	0.9
36	0	1	-8	0.3
37	3	3	-13	-0.1
38	-3	1[fluorescence artefact?]	-19	1.5
39	/	1	-9	0.4
40	/	-3[fluorescence artefact?]	/	2.0
41	-7	4	-18	0.9
42	-2	5	-9	0.1
43	-5	1[fluorescence artefact?]	-4	0.0
44	-1	-1	-4	-0.4
45	-30	3	-4	0.6
46	4	15	-7	0.3
47	4	0	-10	0.1
48	1	2	-1	0.9

Some of these compounds in order of SMILES length, highest first.
entry	SMILES	Cl transport mod	m-calpain inh	PERK inhibitor	EBV gp42 inh	TNF necrop inh
37	O=C(NCc1ccccc1)C(Cc1ccccc1)NS(=O)(=O)c1cccc2nsnc12 (stereo unspecified)	/	-30	-1.0	7	1.0
45	O=C(CCC(=O)OCc1cccc([N+](=O)[O-])c1)Nc1ccccc1Cl	-0.13	-19	0.9	4	0.3
32	CC(C)N1CCN(Cc2cccc(-n3cccn3)c2)CC1CCO (stereo unspecified)	0.58	-1	-0.1	-1	0.4
33	CCCCCOC(=O)c1cc(=O)[nH]c2ccccc12	-0.29	-91	0.9	-29	-1.9
38	Cn1c(CSc2nc3ccccc3s2)n[nH]c1=S	/	-8	1.3	-29	-0.1
31	Cc1cccc(/C=N\NC(=O)c2csnn2)c1	/	5	1.5	-17	-2.7
42	Cc1noc(C)c1C(=O)NCCc1ccccc1	0.00064	0	-0.4	-21	-0.5
44	Cc1cc(C)cc(Oc2ccc(N)cc2)c1	0.35	12	0.1	-5	-8.1

entry	Rad51 HR inh	eIF4E 4G PPI	Mdm2 ligase inh	zVAD death inh
37	3	3	-13	-0.1
45	-30	3	-4	0.6
32	-1	0	-13	-0.3
33	24	2[fluorescence artefact?]	-11	0.6
38	-3	1[fluorescence artefact?]	-19	1.5
31	8	-6	-26	0.1
42	-2	5	-9	0.1
44	-1	-1	-4	-0.4
